From PubChem
Giardia killer = Small Molecules that selectively kill Giardia lamblia: qHTS. Giardia lamblia trophozoite viability. activity change, % at 7.66 µM, hits read low. 340,000 compounds, 0.15% hits; in the data active means activity change below about -80%; inconclusive means between about -30% and that limit;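 further: parasites exposed to compound for two days anaerobically before the ATP read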
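Anaerobic 48 hrs incubation at 37 deg C of 100 trophozoites/well with test compounds; ATPLite 1-Step luminescence, 15-30 min RT, reports cellular ATP as viability.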
Chronic BCR inh = qHTS Assay to Find Inhibitors of Chronic Active B-Cell Receptor Signaling; ABC-DLBCL IkBa-CBG/CBR reporter, luminescence ratio, 4 h; Potency, µM (highest dose often 46.1 µM), for the others: top-dose ratio change, negative = lower green/red ratio, most hits filed as inhibitors; 340,000 compounds, 0.05% hits; AID 493014, 2011; active means well fitted inhibition curve with a large enough effect in the signal ratio, with a control signal flat, not every such curve was filed as active; inconclusive means small, poorly fitted or top-dose-only effect, or effect the other way, or a change in a side signal; the % refers to the signal ratio;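 further: potency means the concentration at half of the fitted maximal effect; plate controls were basal doxycycline-induced cells for no effect and cells given 10 µM MG132 for full effect; MG132 reads +100%, hits lower the ratio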
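Doxycycline induced both beetle luciferases in TMD8 lymphoma cells; IKK-driven degradation limits the IkappaBalpha-fused green signal, while red luminescence normalises for cell number and nonspecific effects. Compounds tested up to 46 uM, 4 hrs.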
Eya2 phos inh = qHTS Assay for Inhibitors of the Phosphatase Activity of Eya2; 330,000 compounds, 0.006% hits; recombinant Eya2, OMFP fluorescence dephosphorylation (OMFP is methylfluorescein phosphate); AID 488837, 2010; Protein phosphatase EYA2 (Homo sapiens), O00167; Potency, µM (titrated, usually from 76.9 µM), inactives show at the highest dose activity, negative = inhibition, hits mostly inhibitors; further: potency means the concentration at half of the fitted maximal effect
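Eya2 protein (added as 0.2 uM solution) was preincubated with compound for 10 min at ambient temperature in 50 mM HEPES pH 7.5, 50 mM NaCl, 5 uM MgCl2, 0.05% BSA, 1 mM DTT. OMFP (added at 50 uM) then reacted 10 min; fluorescence read at 485/525 nm.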
PKM2 act = qHTS Assay for Activators of Human Muscle isoform 2 Pyruvate Kinase. Pyruvate kinase PKM (Homo sapiens), P14618. Potency, µM (titrated, usually from 57.5 µM), without a hit: top-dose activation, usual class: activators. purified PKM2, Kinase-Glo ATP luminescence, activation; response scale: 0% is enzyme alone, no compound. 260,000 compounds, 0.34% hits; further: potency means the concentration at half of the fitted maximal effect; nearly all actives have a fitted effect of over 55% in size
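Kinase-Glo luminescence reports ATP generated from ADP (0.1 mM) and PEP (0.5 mM) by purified hPK-M2 after 1 h at room temperature, pH 7.2 imidazole buffer; intermediate enzyme activity allows detecting inhibitors and activators.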
GALK inhibitor = qHTS Assay for Inhibitors of Human Galactokinase (GALK); P51570; Purified GALK, Kinase-Glo residual ATP luminescence; Potency, µM (titrated, usually from 57.5 µM), for inactives: at the top dose activity change, negative = inhibition, most hits filed as inhibitors; 270,000 compounds, 0.007% hits; AID 1868, 2009; further: potency means the concentration at half of the fitted maximal effect
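GALK at 5 nM final was combined with compound, 35 uM ATP and 100 uM galactose in HEPES pH8.0 with MgCl2 and DTT. The reaction ran one hour at room temperature before luminescent ATP detection.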
KCNH2 WT inh = qHTS for Inhibitors of KCHN2 3.1: Wildtype qHTS; 340,000 compounds, 0.37% hits; AID 720551, 2013; U2OS, BacMam KCNH2, thallium flux FluxOr; stronger effect = lower value; activity change, % at 1.84 µM;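 active means maximum activity change below -70%; inconclusive means maximum activity change between -70% and -50%; inactive means maximum activity change above -50%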
Target sequence (Q12809 whole entry, looked up): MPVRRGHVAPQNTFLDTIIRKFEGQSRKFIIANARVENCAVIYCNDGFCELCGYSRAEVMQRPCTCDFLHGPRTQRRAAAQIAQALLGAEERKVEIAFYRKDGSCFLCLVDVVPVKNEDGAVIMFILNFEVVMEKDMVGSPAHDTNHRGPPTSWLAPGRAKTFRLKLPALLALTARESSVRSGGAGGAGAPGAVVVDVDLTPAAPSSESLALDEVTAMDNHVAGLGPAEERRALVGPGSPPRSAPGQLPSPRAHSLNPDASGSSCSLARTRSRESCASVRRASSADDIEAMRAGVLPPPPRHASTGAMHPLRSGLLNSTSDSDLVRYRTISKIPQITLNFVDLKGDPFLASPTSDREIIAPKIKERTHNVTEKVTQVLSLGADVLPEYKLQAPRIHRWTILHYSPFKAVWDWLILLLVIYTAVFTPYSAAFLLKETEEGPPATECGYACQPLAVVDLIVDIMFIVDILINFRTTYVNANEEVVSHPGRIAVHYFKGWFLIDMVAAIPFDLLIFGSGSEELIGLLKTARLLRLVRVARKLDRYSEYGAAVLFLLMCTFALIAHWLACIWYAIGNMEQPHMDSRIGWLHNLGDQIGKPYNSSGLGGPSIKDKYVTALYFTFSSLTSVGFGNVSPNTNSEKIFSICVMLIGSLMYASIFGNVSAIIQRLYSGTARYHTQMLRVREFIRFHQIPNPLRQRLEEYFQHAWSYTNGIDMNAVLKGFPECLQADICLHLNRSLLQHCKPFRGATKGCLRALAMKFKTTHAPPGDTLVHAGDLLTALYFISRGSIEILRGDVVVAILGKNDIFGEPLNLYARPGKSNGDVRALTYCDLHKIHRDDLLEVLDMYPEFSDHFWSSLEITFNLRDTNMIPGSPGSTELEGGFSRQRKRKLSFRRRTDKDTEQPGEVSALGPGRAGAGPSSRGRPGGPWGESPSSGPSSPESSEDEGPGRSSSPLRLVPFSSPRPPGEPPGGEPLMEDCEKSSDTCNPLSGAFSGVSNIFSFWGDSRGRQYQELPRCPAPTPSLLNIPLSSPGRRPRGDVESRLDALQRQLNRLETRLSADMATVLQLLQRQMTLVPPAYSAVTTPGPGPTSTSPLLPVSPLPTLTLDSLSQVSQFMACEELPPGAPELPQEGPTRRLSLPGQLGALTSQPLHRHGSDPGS
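U2OS cells transduced with wild-type KCNH2 virus are loaded with FluxOr dye for 45 min, and thallium flux is measured in kinetic reads before and after stimulation buffer. Rate constants are normalized to DMSO controls.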
Coupling enz = qHTS Assay for Inhibitors of Fructose-1,6-bisphosphate Aldolase from Giardia Lamblia: Coupling assay counterscreen; coupling enzyme system counterscreen, AmpLite Red fluorescence; activity change, negative = inhibition, % at 58.2 µM, hits read low; 290,000 compounds, 0.67% hits; AID 2472, 2010; in the data active means activity change below about -30%
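Activity here indicates interference with the coupling reaction, not aldolase inhibition. Compounds at 57.5 uM final met coupling enzymes for 10 min at RT; substrate and AmpLite Red detection followed, with a 525/598 nm fluorescence read after 20 min.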
USP2a block = qHTS Assay for Inhibitors of Ubiquitin-specific Protease USP2a Using CHOP2 as the Reporter; Ubiquitin carboxyl-terminal hydrolase 2 (Homo sapiens), O75604; USP2 core, Ub-CHOP2 coupled fluorogenic reporter, 485/531; Potency, µM (top dose mostly 38.3 µM), for inactives: top-dose activity change, negative = inhibition, hits mostly inhibitors; 330,000 compounds, 0.01% hits;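 further: potency means the concentration at half of the fitted maximal effect; plate controls were DMSO wells for no effect and full inhibition by NEM control for full effect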
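Deubiquitinase activity read as fluorescence (485/531 nm) after Ub-CHOP2 cleavage activates the enterokinase reporter on its substrate; USP2 core 10nM, Ub-CHOP2 and substrate 25nM each, 30min compound preincubation then 60min RT; data normalized to NEM, curves fitted.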
uPA generation = qHTS for Inhibitors of Cell Surface uPA Generation. 330,000 compounds, 0.31% hits. Potency, µM (top dose mostly 38.3 µM), without a hit: top-dose activity change, negative = inhibition, actives largely listed as inhibitors. cell surface uPA generation assay, qHTS; active means well fitted inhibition curve with a large enough effect; inconclusive means small, poorly fitted or top-dose-only effect; inactive means no such curve, though single readings can be large or run the other way; tested in mouse RAW 264.7 cells; further: potency means the concentration at half of the fitted maximal effect; nearly all actives have a fitted effect of over 55% in size
B2AR arrestin = qHTS assay of beta-arrestin-biased ligands of beta2-adrenergic receptor; Beta-2 adrenergic receptor (Homo sapiens), P07550; beta-arrestin recruitment to beta2AR, cell-based reporter; Potency, µM (series often up to 46.1 µM), for inactives: top-dose activation, hits mostly activators; 330,000 compounds, 0.02% hits; AID 492947, 2010;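 further: potency means the concentration at half of the fitted maximal effect; 0% = DMSO controls and full agonism = EC100 isoproterenol or metaproterenol; nearly all actives have a fitted effect of over 65% in size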
KCNH2 3.1 inh = qHTS for Inhibitors of KCHN2 3.1: Mutant qHTS | activity change, % (tested at about 1.8 µM) | Potassium voltage-gated channel subfamily H member 2, brain isoform KCNH2 3.1 (human) | 340,000 compounds, 0.95% hits | AID 720553, 2013 | U2OS KCNH2 3.1, thallium flux FluxOr; stronger effect = lower value;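 active means maximum activity change below -70%; inconclusive means maximum activity change from -70% to -50%; inactive means maximum activity change above -50%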;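 further: thallium influx rate constant from kinetic fluorescence after stimulation buffer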
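We transduce U2OS cells with the mutant 3.1 virus, culture them overnight, load FluxOr with Red40 quencher for 45 min, then add stimulation buffer and read kinetically for 2 min to derive a normalized rate constant.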
Starred values were filed as active, the others as inactive; ? = inconclusive; . = no result given; [ ] = another dose, or the depositor's remark. Unless noted, the call rests on the fitted dose curve; in most records, active means well fitted curve in the direction sought with a large enough effect; inconclusive means small, poorly fitted or top-dose-only effect, or another doubt; inactive means no such curve, though single readings can be large; an effect the other way counts as inactive or inconclusive. Unless noted, on the % scale 0 is the no-effect control and ±100 the full control effect. Random draw from the library; overall some 2.4% were active at least once.

molecule	Giardia killer	Chronic BCR inh	Eya2 phos inh	PKM2 act	GALK inhibitor	KCNH2 WT inh	Coupling enz	USP2a block	uPA generation	B2AR arrestin	KCNH2 3.1 inh
O=C(COc1ccc(F)cc1)NCC1(N2CCOCC2)CCCCC1	-9	?	4%	.	.	0	.	0%	3%	0.0%	6
O=c1oc2ccccc2cc1-c1cn(-c2ccccc2)c(=S)[nH]1	-17	.	0%	-11%	1%	1	1	7%	-8%	0.1%	-6
COc1ccccc1NS(=O)(=O)c1ccc2oc(=O)ccc2c1	6	-10%	15%	?	3%	-2	0	0%	2%	-0.7%	0
N#Cc1nc(Cc2cccc3ccccc23)oc1NCc1ccc2c(c1)OCO2	1	?	4%	14%	2%	6	-2	3%	6%	0.3%	-25
O=C(O)C1CCC(N2C(=O)c3cccc([N+](=O)[O-])c3C2=O)CC1 (configuration not stated)	6	0%	9%	1%[11.5 µM]	-1%	-14	4	-2%	-3%	-0.7%	6
O=C(Nc1ccccc1Cl)C1(c2ccccc2)CC1(Cl)Cl (configuration not stated)	15	3%	-3%	3%	1%	-2	-3	-1%	0%	0.5%	3
O=C(O)c1cccc2c(/C=N/Nc3ccccn3)c[nH]c12	10	?	-7%	-4%	.	2	1	0%	-1%	-0.4%	1
Cc1cc(N2C(=O)Cc3ccccc3C2=O)ccc1C(C)C	-5	12%	2%	.	4%	-17	0	-2%	-5%	-0.4%	3
CN(CCC1CCOCC1)C(=O)CC1C(=O)NCCN1C/C=C/c1ccccc1 (configuration not stated)	6	-1%	-15%	2%	-2%	-6	1	0%	1%	0.0%	-3
O=C(NCc1cccnc1)NC1(C(F)(F)F)Oc2ccccc2O1	2	0%	14%	1%	-1%	-6	-1	3%	-13%	-0.9%	-10
CSc1nc(N)c2c3c(sc2n1)CN(C)CC3	6	15%	0%	.	-2%	1	1	-2%	-5%	0.1%	9
Cc1ccc2c(c1)S/C(=C/c1ccc[n+](C)c1)N2CCO	-9	-3%	-2%	2%	0%	-2	1	1%	-1%	0.0%	-26
Cc1cccc(OCC(=O)N2CCC(N3CCOCC3)CC2)c1	21	?	8%	-3%	1%	-6	-1	1%	2%	2.8%	10
CCOc1cccc(CN2CCCC(CCC(=O)NCc3ccccc3F)C2)c1O (configuration not stated)	-4	5%	-2%	-1%	-3%	4	2	2%	4%	-0.5%	6
CC(=O)OC1CC(C)N(C(=O)c2ccccc2)c2ccc(C)cc21 (configuration not stated)	-7	?	9%	3%	-3%	1	3	0%	-1%	0.6%	-8

Next section.
molecule	Giardia killer	Chronic BCR inh	Eya2 phos inh	PKM2 act	GALK inhibitor	KCNH2 WT inh	Coupling enz	USP2a block	uPA generation	B2AR arrestin	KCNH2 3.1 inh
CCCc1cc(C(=O)NNC(=S)NC(C)c2ccccc2)cs1 (configuration not stated)	-14	-5%	-17%	4%	3%	5	5	-7%	.	0.1%	10
COc1ccc(NS(=O)(=O)c2cc(NC(=O)c3ccc(C)o3)ccc2N2CCCCC2)cc1	-9	0%	-9%	-4%	3%	15	0	2%	-1%	-0.5%	-33
Cc1cccc(OCC(=O)NC(=S)N2CCCc3ccccc32)c1	2	-14%	2%	6%	-1%	3	.	3%	-3%	0.2%	-4
Cc1c(Cc2ccccc2)c(=O)oc2cc(OCC(=O)NCC3CCC(C(=O)O)CC3)ccc12 (configuration not stated)	-3	?	1%	1%	.	-2	-1	0%	1%	-0.9%	17
Cc1ccc(Oc2nc3c(C)cccn3c(=O)c2/C=C(\C#N)C(N)=O)cc1	4	-15%	-18%	-2%	-7%	-2	0	0%	-3%	-0.1%	-2
O=C(Nc1cccc(-c2nc3ccccc3[nH]2)c1)c1cccc(NC(=O)c2ccco2)c1	-2	?	0%	2%	-4%	5	5	-9%	.	-0.4%	0
CC12CCC(=O)N1c1c(sc3nc(N4CCOCC4)c4c(c13)CCCC4)C(=O)N2 (configuration not stated)	-15	?	0%	-13%	-3%	-5	-28	0%	2%	-1.9%	-4
CCOC(=O)C1=C(C)NC(=O)NC1C (configuration not stated)	0	?	-34%	2%	-1%	-15	3	1%	6%	0.1%	-3
O=C(Nc1nc2c(s1)CCCC2)c1cc(-c2ccc3c(c2)OCO3)nc2ccccc12	.	6%	13%	3%	-1%	.	0	4%	.	-0.8%	.
CCN(CC)CCC(=O)NN	5	6%	4%	-1%	8%	0	-3	-2%	1%	-0.1%	7
O=C(Nc1cccc(-c2cn3c(n2)SCC3)c1)c1ccc2c(c1)OCO2	-11	?	1%	27%	11%	-25	-1	2%	-1%	0.1%	8
CC(=O)C1=C(O)C(=O)N(Cc2ccccc2)C1c1ccco1 (configuration not stated)	-4	4%	-3%	1%	1%	4	7	-1%	-2%	-0.2%	2
CCn1c(SCC(=O)Nc2ccccc2OC)nnc1-c1cnccn1	-9	-12%	2%	-5%	0%	-12	-20	1%	-10%	-0.3%	2
CCC1(c2ccccc2)NC(=O)N(CC(=O)N2CC(=O)Nc3ccccc32)C1=O (configuration not stated)	31[activator]	5%	10%	.	.	-6	.	0%	5%	0.1%	5
O=C(CSc1nnc(NC(=O)c2cccc(F)c2)s1)NCc1ccco1	-19	?	6%	1%	-5%	-6	.	1%	-9%	-0.6%	0

Additional results:
molecule	Giardia killer	Chronic BCR inh	Eya2 phos inh	PKM2 act	GALK inhibitor	KCNH2 WT inh	Coupling enz	USP2a block	uPA generation	B2AR arrestin	KCNH2 3.1 inh
COc1ccc(/C=N/NC(=O)c2ccc(N3CCCC3=O)cc2)cc1	4	-2%	8%	.	-1%	1	0	-2%	1%	-1.2%	7
COc1ccc(S(=O)(=O)N2CCC(C(=O)NC3CCCC3)CC2)cc1C	17	0%	0%	.	0%	-4	0	1%	-3%	-0.6%	0
CCOc1ccc(CCNC(=O)COC(=O)c2oc3ccccc3c2COC)cc1OCC	4	2%	-1%	.	.	-12	.	6%	-2%	4.6%	-3
CCCCCNCc1ccc(OCc2ccc(Cl)nc2)c(OC)c1	7	2%	7%	-6%	2%	35	0	3%	-2%	-0.8%	-18
COc1ccc(NC(=O)CSc2nnc(Cn3nnc4ccccc43)n2C)cc1	39[activator]	?	2%	5%	0%	-11	0	4%	-6%	-0.5%	10
Clc1cc2c(cc1/C=N/Nc1nc(N3CCOCC3)nc(N3CCOCC3)n1)OCO2	-10	-10%	-18%	-5%	-2%	3	0	-1%	0%	-0.3%	-3
O=S(=O)(c1ccccc1)c1nc(-c2ccco2)oc1N1CCCCC1	-1	5%	1%	6%	2%	6	4	-2%	2%	-0.3%	1
c1ccc(N2CCOCC2)c(Nc2nc3ccccc3n3cnnc23)c1	2	1%	-2%	-5%	2%	5	-22	-4%	4%	-0.1%	2
Cc1ccc2[nH]c(=O)c(CN(CC3CCCO3)C(=O)c3cccs3)cc2c1 (configuration not stated)	8	2%	-13%	-6%	-3%	2	-3	1%	5%	0.0%	8
O=C1Cc2ccccc2C(=O)N1c1ccccc1	0	-9%	-6%	?	-2%	3	-1	-2%	1%	0.3%	27
COc1ccc(C2=NN(C(=O)c3ccccc3C(=O)O)C(c3ccccc3O)C2)cc1 (configuration not stated)	42[activator]	?	-1%	1%	0%	2	2	2%	-2%	-0.4%	-10
C=CCSc1nc2nc(C)cc(C)n2n1	19	3%	-7%	0%	1%	4	4	1%	.	0.1%	9
Nn1cnnc1N/N=C/c1cc(Br)cc(Br)c1O	4	?	7%	-2%	0%	-28	-13	1%	-11%	-0.3%	2
O=C(CN1CCN(c2cccc(Cl)c2)CC1)N1CCCC1	3	-5%	-33%	-9%	-1%	2	0	0%	-4%	-0.7%	4
O=C(NNS(=O)(=O)c1ccc([N+](=O)[O-])cc1)C1CCCCC1	0	-3%	6%	-4%	-8%	0	.	2%	0%	-0.6%	-10
CC(c1ccccc1)N1C(=O)c2ccc(C(=O)Nc3ccc(Br)cc3C(=O)O)cc2C1=O (configuration not stated)	-18	?	12%	8%	0%	1	.	3%	0%	0.3%	-6
NC(=Nc1ccc(Br)cc1)c1ccccc1	-12	6%	4%	-2%	3%	7	3	3%	-30%	0.5%	4
